TMEM16A act = activators or potentiators of mouse TMEM16A chloride channel. Q8BHY3. HEK293 TMEM16A/YFP-H148Q/I152L, iodide quench fluorescence; active compounds read low. B-score at 10 µM. 340,000 compounds, 0.3% hits;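 active = fluorescence-ratio B-score plate-corrected deviation score at least 3 library SD below zero, with starting fluorescence score within 5 deviations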;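 also: channel opened by trigger with iodide after compound preincubation; score built on the fluorescence ratio of max minus min over baseline; more negative score means more quench and so TMEM16A activation or potentiation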
Target sequence (Q8BHY3 whole entry, looked up): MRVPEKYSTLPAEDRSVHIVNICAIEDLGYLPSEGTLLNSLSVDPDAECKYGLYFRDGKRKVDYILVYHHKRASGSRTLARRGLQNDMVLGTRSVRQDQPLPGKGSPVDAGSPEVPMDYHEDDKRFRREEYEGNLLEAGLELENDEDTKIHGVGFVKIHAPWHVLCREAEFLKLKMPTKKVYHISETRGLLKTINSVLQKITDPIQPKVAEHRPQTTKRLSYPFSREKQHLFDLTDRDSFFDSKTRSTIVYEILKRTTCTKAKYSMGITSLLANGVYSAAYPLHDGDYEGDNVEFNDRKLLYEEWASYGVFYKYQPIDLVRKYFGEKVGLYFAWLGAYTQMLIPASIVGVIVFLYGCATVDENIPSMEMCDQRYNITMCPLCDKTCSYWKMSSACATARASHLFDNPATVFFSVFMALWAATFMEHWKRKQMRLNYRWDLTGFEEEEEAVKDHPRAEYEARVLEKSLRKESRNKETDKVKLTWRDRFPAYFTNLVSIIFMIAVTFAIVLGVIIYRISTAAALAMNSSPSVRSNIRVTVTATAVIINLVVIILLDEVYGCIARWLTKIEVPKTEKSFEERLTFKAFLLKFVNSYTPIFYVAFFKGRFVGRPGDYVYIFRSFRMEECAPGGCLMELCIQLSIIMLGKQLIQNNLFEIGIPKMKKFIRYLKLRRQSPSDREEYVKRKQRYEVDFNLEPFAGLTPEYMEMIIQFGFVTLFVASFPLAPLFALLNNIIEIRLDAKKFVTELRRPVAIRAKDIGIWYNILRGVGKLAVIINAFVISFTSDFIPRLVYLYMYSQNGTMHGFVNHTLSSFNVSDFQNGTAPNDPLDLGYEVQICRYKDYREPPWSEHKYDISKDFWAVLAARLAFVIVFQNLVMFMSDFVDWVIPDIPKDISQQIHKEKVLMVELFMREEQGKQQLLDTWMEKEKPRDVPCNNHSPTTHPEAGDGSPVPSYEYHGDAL
Calls only; i = inactive. A portion of the library (hit frequency here may not be typical).

Start of the data: the first 17 compounds, ahead of the listing:
SMILES	TMEM16A act
CC(C)(C)OC(=O)C[C@@H]1C/C=C\C[C@@H](CC(=O)NCCO)C(=O)N[C@H](Cc2ccccc2)COC1=O	i
CCc1ccc(N2CC(C(=O)OCC(=O)Nc3ccc(C#N)cc3)CC2=O)cc1 (centres undefined)	i
CCOc1ccc(C(=O)COC(=O)CNC(=O)C2CCCCC2)cc1	i
COc1ccc(NC(C)=O)c([N+](=O)[O-])c1[N+](=O)[O-]	i
CN(C)Cc1ccc(CNC(=O)c2ccc(Cl)c(S(=O)(=O)NC3CC3)c2)cc1	i
O=S(=O)(c1ccc(Cl)nc1)N1CCOCC1	i
COc1ccc(NS(=O)(=O)c2ccc(C(=O)Nc3c(C)n(C)n(-c4ccccc4)c3=O)cc2)cc1	i
Cc1cccc(N2CC(C(=O)OCC(=O)Nc3sccc3C(N)=O)CC2=O)c1C (centres undefined)	i
CS(=O)(=O)c1ccc(Cl)c(NC(=O)COC(=O)c2ccc(S(=O)(=O)N3CCCC3)cc2)c1	i
O=C(Nc1ccc(F)c(Cl)c1)c1ccccc1NC(=O)C1CCCCC1C(=O)O (centres undefined)	i
O=C(C[C@@H]1C/C=C/CCCC(=O)O[C@H](c2ccccc2)CNC1=O)N[C@H](CO)Cc1ccccc1	i
CN(Cc1ccccc1)C(=O)COC(=O)Cc1ccc(Cl)cc1	i
Cc1cc(C)n(CC(=O)NNC(=O)c2ccc(NC(=O)CC#N)cc2)n1	i
Cc1cccc(N2CC(C(=O)Nc3ccccc3N3CCOCC3)CC2=O)c1C (centres undefined)	i
COc1cccc(N2CCN(S(=O)(=O)c3ccc4ccccc4c3)CC2)c1	i
CN1/C(=C/c2cc[n+](C)c3ccccc23)C=Cc2ccccc21	i
O=C(Nc1ccc(N2CCOCC2)c(S(=O)(=O)Nc2ccccc2Cl)c1)c1ccc(=O)[nH]n1	i

All compounds of this part (from the top)
SMILES	TMEM16A act
CC(C)(C)OC(=O)C[C@@H]1C/C=C\C[C@@H](CC(=O)NCCO)C(=O)N[C@H](Cc2ccccc2)COC1=O	i
CCc1ccc(N2CC(C(=O)OCC(=O)Nc3ccc(C#N)cc3)CC2=O)cc1 (centres undefined)	i
CCOc1ccc(C(=O)COC(=O)CNC(=O)C2CCCCC2)cc1	i
COc1ccc(NC(C)=O)c([N+](=O)[O-])c1[N+](=O)[O-]	i
CN(C)Cc1ccc(CNC(=O)c2ccc(Cl)c(S(=O)(=O)NC3CC3)c2)cc1	i
O=S(=O)(c1ccc(Cl)nc1)N1CCOCC1	i
COc1ccc(NS(=O)(=O)c2ccc(C(=O)Nc3c(C)n(C)n(-c4ccccc4)c3=O)cc2)cc1	i
Cc1cccc(N2CC(C(=O)OCC(=O)Nc3sccc3C(N)=O)CC2=O)c1C (centres undefined)	i
CS(=O)(=O)c1ccc(Cl)c(NC(=O)COC(=O)c2ccc(S(=O)(=O)N3CCCC3)cc2)c1	i
O=C(Nc1ccc(F)c(Cl)c1)c1ccccc1NC(=O)C1CCCCC1C(=O)O (centres undefined)	i
O=C(C[C@@H]1C/C=C/CCCC(=O)O[C@H](c2ccccc2)CNC1=O)N[C@H](CO)Cc1ccccc1	i
CN(Cc1ccccc1)C(=O)COC(=O)Cc1ccc(Cl)cc1	i
Cc1cc(C)n(CC(=O)NNC(=O)c2ccc(NC(=O)CC#N)cc2)n1	i
Cc1cccc(N2CC(C(=O)Nc3ccccc3N3CCOCC3)CC2=O)c1C (centres undefined)	i
COc1cccc(N2CCN(S(=O)(=O)c3ccc4ccccc4c3)CC2)c1	i
CN1/C(=C/c2cc[n+](C)c3ccccc23)C=Cc2ccccc21	i
O=C(Nc1ccc(N2CCOCC2)c(S(=O)(=O)Nc2ccccc2Cl)c1)c1ccc(=O)[nH]n1	i
CC1CCCCC12NC(=O)N(CC(=O)N1CCN(C(=O)c3ccco3)CC1)C2=O (centres undefined)	i
CCN(CC(=O)Nc1cc(Cl)cc(Cl)c1)CC(=O)NC1CCS(=O)(=O)C1 (centres undefined)	i
O=C(Nc1cc(Cl)ccc1N1CCOCC1)c1ccc(=O)[nH]c1	i
Cc1[nH]c2ccccc2c1C1=CC(=O)C=CC1=O	i
Cc1ccc(S(=O)(=O)NC(CC(C)C)C(=O)N2CCN(C/C=C/c3ccccc3)CC2)cc1 (centres undefined)	i
CN(CC(=O)Nc1ccc(F)cc1)C(=O)c1ccc(OCc2ccccc2)cc1	i
CC(OC(=O)Cc1c[nH]c2ccccc12)C(=O)NC1CCCCC1C (centres undefined)	i
C[C@@H]1CC[C@]2(C(=O)O)CC[C@]3(C)C(=CCC4[C@@]5(C)CC[C@H](O)[C@@](C)(C(=O)O)C5CC[C@]43C)C2[C@]1(C)O (some centres undefined)	i
O=C(O)/C=C/C(=O)Nc1cccc2c1-c1ccccc1C2=O	i
CC(=NNC(=O)C(C)SC(C)C(=O)NN=C(C)c1cccnc1)c1cccnc1 (centres undefined)	i
COc1cccc(C(=O)NCC(c2cccs2)N2CCOCC2)c1 (centres undefined)	i
Cc1cc(C)cc(NC(=O)COC(=O)CNC(=O)C2CCCCC2)c1	i
O=[N+]([O-])/C(Cl)=C(/NCCO)C(Cl)=C(Cl)Cl	i
CCCc1cc(=O)[nH]c(SCC(=O)Nc2ccc3ccccc3c2)n1	i
CCOC(=O)c1sc(NC(=O)CCCCCN2C(=O)c3cccc4cccc(c34)C2=O)nc1C	i
O=C(NCC(c1ccco1)N1CCCC1)c1cccc(S(=O)(=O)Nc2ccc(F)cc2)c1 (centres undefined)	i
CCOc1ccc(OCC(=O)Nc2cccc(S(=O)(=O)NC3=NCCC3)c2)cc1	i
Cc1cc(=O)n2cn[nH]c2n1	i
COc1ccc(C=NNC(=O)c2ccccc2NS(=O)(=O)c2cccs2)cc1O	i
O=C(Cn1nnc(-c2ccc(Cl)cc2)n1)NC1CCS(=O)(=O)C1 (centres undefined)	i
COc1ccc(CC(=O)OCC(=O)NNC(=O)c2ccccc2)cc1	i
COc1ccc(CN(C)CC(=O)Nc2cccc(S(=O)(=O)N(C)c3ccccc3)c2)c(OC)c1	i
CCOC(=O)C1CCCN(C(=O)COc2ccc(C(=O)c3ccccc3)cc2)C1 (centres undefined)	i
CCN1C(=O)[C@H]2[C@@H](c3ccc(-c4ccc(F)cc4)cc3)N[C@@](C)(C(=O)OC)[C@H]2C1=O	i
CC(C)(C)OC(=O)N[C@H]1C=C[C@H](OC(=O)CC(=O)OCC(F)(F)F)C1	i
CC1c2ccccc2N(S(=O)(=O)c2ccccc2)C1C (centres undefined)	i
Cc1ccc(S(=O)(=O)/N=C2\C=C(NS(=O)(=O)c3ccccc3)C(=O)c3ccccc32)c(C)c1	i
C/C(C=O)=C/c1ccccc1	i
Nc1cc(N)nc(SCC(=O)NC2CCCCCCC2)n1	i
O=C(CSc1nc2ccc([N+](=O)[O-])cc2s1)c1ccc2ccccc2c1	i
O=C(c1cccc(S(=O)(=O)NCc2ccccc2)c1)N1CCN(c2ccccc2)CC1	i
CN=C1NC(C)(C)C2CCC(C)(CC2)S1	i
Cc1ccc(NC(=O)c2ccc(=O)[nH]n2)cc1S(=O)(=O)Nc1ccccc1Cl	i
c1ccc2c(c1)CCN(C1=Nc3cccc4cccc1c34)C2	i
COc1ccc([C@H]2CC(=O)C=C(c3ccc4c(c3)OCO4)C2)cc1	i
CSc1ccccc1NC(=O)CSc1cccc[n+]1[O-]	i
O=[N+]([O-])c1ccc(O)c(C2CCCCC2)c1	i
CC1CCCCN1C(=O)COC(=O)c1ccc(N2CCCC2=O)cc1 (centres undefined)	i
O=C(Nc1cccc(S(=O)(=O)NC2=NCCC2)c1)c1ccc(=O)[nH]c1	i
CSCCC(NC(=O)COc1ccccc1)C(=O)OCc1ccc(Cl)cc1 (centres undefined)	i
CC(C(=O)NCC(=O)Nc1ccc(F)c(F)c1F)N1CCN(Cc2ccc(C#N)cc2)CC1 (centres undefined)	i
COc1ccc(OC)c(CC(=O)Nc2cc(S(=O)(=O)N3CCCCC3)ccc2C)c1	i
CCOC(=O)CSc1nnc2n(Cc3ccccc3)c(=O)c3c4c(sc3n12)CCC4	i

Later entries
SMILES	TMEM16A act
CCN(C[C@H]1N[C@@](CC)(C(=O)OC)[C@H]2C(=O)N(Cc3ccccc3)C(=O)[C@@H]12)S(=O)(=O)c1ccc(C(F)(F)F)cc1	i
CC(OC(=O)Cc1ccc(Cl)cc1)C(=O)NC1CCCCC1C (centres undefined)	i
CCN(C(=O)COC(=O)COc1ccc2c(c1)CCC2)c1c(N)n(Cc2ccccc2)c(=O)[nH]c1=O	i
CCCN(CC(=O)Nc1ccccc1OC)C(=O)c1ccccn1	i
COc1ccccc1NCC(=O)N1CCN(S(=O)(=O)c2ccccc2)CC1	i
COc1cccc(CC(=O)OCC(=O)NC(C)c2ccc(F)cc2)c1 (centres undefined)	i
O=C(CC(O)(CC(=O)OCc1ccccc1)C(=O)OCc1ccccc1)OCc1ccccc1	i
COc1ccc(OC)c(NC(=O)CSc2nc3[nH]c(=O)cc(O)c3s2)c1	i
CC(=O)c1ccc(S(=O)(=O)N2CCN(CC(=O)NC(=O)NC3CCCCC3)CC2)cc1	i
O=C(COC(=O)Cc1ccsc1)Nc1cccc(Cl)c1	i
COc1ccc2c(c1)OC[C@H]1[C@H]2N2C(=O)c3ccccc3NC(=O)[C@@]2(C)[C@H]1c1ccccc1	i
CN(CC(=O)Nc1ccc(F)c(F)c1F)C(=O)CC1CCCCC1	i
Cc1ccc(CNC(=O)Cn2cnc3c(OCc4ccccc4)ncnc32)o1	i
O=C(NNc1nc(N2CCCC2)nc(N2CCCC2)n1)c1ccccc1	i
O=C(COc1ccc(Cl)cc1)NNC(=O)c1ccc(=O)[nH]c1	i
O=C1CCC(C(=O)Nc2cccc(S(=O)(=O)Nc3ccccc3F)c2)=NN1	i
COc1ccc(S(=O)(=O)N2CCOCC2)cc1NC(=O)CCOc1ccc(C(C)(C)C)cc1	i
COc1cc(/C=C/C(=O)OCC(=O)N2c3ccccc3CC2C)cc(OC)c1OC (centres undefined)	i
OC(COc1ccccc1)CN1CCN(c2ccccc2)CC1 (centres undefined)	i
C[C@@H](C(=O)NNC(=O)c1ccc(Cl)cc1)N1C(=O)C2CC=CCC2C1=O (some centres undefined)	i
Cc1cccc(-c2nn(-c3ccccc3)cc2C(=O)N2CCN(C3CCS(=O)(=O)C3)CC2)c1 (centres undefined)	i
Cc1cc(C)n2nc(C(=O)OCC(=O)NNC(=O)c3ccccc3)nc2n1	i
COc1cc(S(=O)(=O)Nc2ccccc2C(=O)N2CCCC2)ccc1NC(C)=O	i
Cc1nc(C)c(C(=O)OCC(=O)Nc2ccccc2SCC#N)s1	i
COC(=O)CCNC(=O)Cc1ccc(S(=O)(=O)N2CCCCC2)s1	i
CC(=O)C(C(c1ccccc1)N1CCCc2ccccc21)N1CCOCC1 (centres undefined)	i
COc1ccc(S(N)(=O)=O)cc1C(=O)OCC(=O)N1c2ccccc2NC(=O)C1(C)C	i
CCn1c(C(=O)N2CCC(C(=O)NCc3ccc4c(c3)OCO4)CC2)cc2sccc21	i
Cc1ccc(Nc2nnc(SCC(O)=C(C#N)c3nc4ccccc4[nH]3)s2)c(C)c1	i
COc1cccc(-n2c(SCC(=O)NC3CCS(=O)(=O)C3)nc3ccccc3c2=O)c1 (centres undefined)	i
CC(C(=O)O)n1cc(C#N)c(=O)[nH]c1=O (centres undefined)	i
CN(C)S(=O)(=O)c1ccc2oc(SCC(=O)c3c(N)n(C4CC4)c(=O)[nH]c3=O)nc2c1	i
COc1ccc(Br)c(C(=O)OCC(=O)NC2CCCCCC2)c1	i
Cc1noc(C)c1CSCC(=O)Nc1nc2c(F)cc(F)cc2s1	i
O=C(Nc1ccccc1C(=O)NC1CC1)c1ccccc1F	i
Cc1ccc(S(=O)(=O)N2CCC(C(=O)Nc3ccc(C(C)C)cc3)CC2)cc1	i
COc1ccc2oc(C(=O)OCC(=O)NCCc3ccc(S(N)(=O)=O)cc3)c(C)c2c1	i
CCCC(C(=O)Nc1ccc(S(=O)(=O)N2CCOCC2)cc1)c1ccccc1 (centres undefined)	i
CCN(CC(=O)Nc1cc(Cl)ccc1C)C(=O)CC1CCCC1	i
COc1ccc(CNC(=O)c2ccc(S(=O)(=O)N3CCOCC3)cc2)cc1	i
CC(C)(C)C(C(=O)Oc1ccccc1)c1ccccc1 (centres undefined)	i
Cc1ccc(C)c(N2N=C(C(=O)OCC(=O)N(C)c3ccccc3)CCC2=O)c1	i
CO[C@H]1CC[C@@]2(C)[C@@H](CC[C@@H]3[C@@H]2CC[C@@]2(C)[C@H]3C[C@H](C(=O)N[C@@H](CCCN=C(N)N)C(=O)NCC(=O)N[C@@H](CC(=O)O)C(N)=O)O[C@]23CCCO3)C1	i
Cc1cc(C)n(CC(=O)NNC(=O)c2ccc(S(C)(=O)=O)cc2)n1	i
CCc1nc(SCC(=O)Nc2ccc(N(CC)CC)cc2)n[nH]1	i
O=C(NCc1cc(C(F)(F)F)ccc1Cl)c1cccc2c1C(=O)c1ccc(N3CCCCC3)cc1S2(=O)=O	i
NC(=S)NN=CCn1cc([N+](=O)[O-])c(=O)[nH]c1=O	i
O=C(COC(=O)C1CCCCC1)NCc1ccc(Cl)cc1	i
CCOC(=O)/C=C(\C)Sc1cc(O)c2ccccc2c1O	i
Cc1ccc(SCC(=O)OCC(=O)NCCc2ccccc2)cc1C	i
C=CCn1c(SCC(=O)N(C)CC(=O)Nc2ccc(C)cc2)nnc1-c1ccncc1	i
O=C(CN1C(=O)NC2(CCCCCC2)C1=O)Nc1ccc(Cl)cc1Cl	i
O=C(CN1C(=O)NC2(CCCCC2)C1=O)NNC(=O)C1CC1	i
COc1cc(OC)cc(-c2c(C#Cc3ccsc3)c3cc(-c4ccc(SC)cc4)ccc3n2C)c1	i
CCc1ccccc1OCC(=O)NCC1COc2ccccc2O1 (centres undefined)	i
CCN(CC(=O)Nc1ccc(NC(C)=O)cc1)C(=O)CCN1C(=O)C2CC=CCC2C1=O (centres undefined)	i
CCOc1ccc(C(=O)NNC(=O)CN2C(=O)C3CC=CCC3C2=O)cc1OC (centres undefined)	i
CN(CC(=O)Nc1ccc(Cl)c(C(F)(F)F)c1)C(=O)Cn1cc([N+](=O)[O-])ccc1=O	i
O=C(CN1CCN(C(=O)c2ccc(-c3nc4ccccc4s3)o2)CC1)Nc1ccc(F)cc1	i
CCOc1ccc(N2CC(C(=O)NCC(=O)Nc3ccc(F)c(F)c3F)CC2=O)cc1 (centres undefined)	i
